CHO parental Ca – ATP-evoked calcium signal inhibitors, parental CHO, primary screen, counter-screen for OX1R antagonist project, cell-based, fluorescence, Fluo-8 calcium dye. parental CHO-K1, ATP-induced calcium, Fluo-8 fluorescence. inhibition, % at 5.6 µM. 330,000 tested, 0.63% active. AID 463079, 2010;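 active means inhibition above that plate's mean sample inhibition plus 3 SD, cut at about 26% in these data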;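 further: 0% = ATP-challenged DMSO wells and 100% = DMSO wells without ATP; some compounds past the cut are filed as inactive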
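Material – parental CHO cells · Reagent – ATP stimulus · Compound – single nominal dose of 5.6 µM per compound · Detection – Fluo-8 fluorescence · Read-out basis – percent inhibition of calcium signal · Controls – ATP-challenged DMSO wells low, unchallenged DMSO wells high · Repeats – no replicates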
CHRM1 agonist – human M1 muscarinic receptor agonists, primary screen, Fluo-8 calcium fluorescence, CHO-K1 cells, HTS; CHO-K1 hM1, agonist mode; 0% DMSO, 100% acetylcholine EC100; AID 588814, 2011; activation, % at 3 µM; Muscarinic acetylcholine receptor M1 (Homo sapiens), P11229; 360,000 tested, 0.33% active;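 active means activation above the run's mean compound activation plus 3 SD, cut at about 16% in these data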;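 further: peak over basal fluorescence ratio within a 140 s kinetic read after compound addition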
Target sequence (P11229 whole entry, looked up): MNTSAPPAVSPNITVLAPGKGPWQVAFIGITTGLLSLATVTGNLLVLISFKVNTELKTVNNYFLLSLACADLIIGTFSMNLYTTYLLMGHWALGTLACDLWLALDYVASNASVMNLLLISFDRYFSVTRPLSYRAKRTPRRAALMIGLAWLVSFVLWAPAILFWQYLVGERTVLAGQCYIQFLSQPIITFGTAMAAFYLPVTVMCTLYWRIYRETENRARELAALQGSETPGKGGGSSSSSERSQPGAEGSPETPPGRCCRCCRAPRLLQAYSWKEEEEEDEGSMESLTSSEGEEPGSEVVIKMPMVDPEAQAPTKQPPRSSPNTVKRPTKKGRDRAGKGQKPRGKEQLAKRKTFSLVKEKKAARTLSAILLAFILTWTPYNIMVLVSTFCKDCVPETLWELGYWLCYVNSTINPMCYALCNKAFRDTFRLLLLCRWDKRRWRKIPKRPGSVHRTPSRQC
M1 antag – human M1 muscarinic receptor antagonists, primary screen, CHO-K1 cells, Fluo-8 calcium fluorescence, 1536-well. inhibition, % at 3 µM. Muscarinic acetylcholine receptor M1 (Homo sapiens), P11229. 360,000 tested, 1.3% active. AID 588852, 2011. CHO-K1 hM1, ACh EC80 antagonist;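 active means percent inhibition above its own plate's cutoff, namely the mean of that plate's compound wells plus 3 SD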;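 further: peak over basal fluorescence ratio during 140 s after agonist addition; 0% = ACh EC80 plus DMSO and 100% = DMSO alone without agonist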
CHO-K1 Ca antag – counter-screen for M1 antagonists: effect in parental CHO-K1 cells; ATP-induced calcium, Fluo-8 fluorescence; inhibition, % at 3 µM; 360,000 tested, 0.6% active; AID 602250;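 active means inhibition above a per-plate cutoff, the plate's mean sample inhibition plus 3 SD, cut at about 24% in these data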;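 further: 0% = DMSO plus EC80 ATP and 100% = DMSO alone without ATP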
M4 antag – human M4 muscarinic receptor antagonists, primary screen, CHO cells, Fluo-8 calcium fluorescence. CHO-hM4 cells, ACh EC80. inhibition, % at 3 µM. 360,000 tested, 0.73% active;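 active means inhibition above its plate's cutoff, the mean inhibition of sample wells plus 3 SD, cut at about 27% in these data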;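 further: 0% = acetylcholine EC80 with DMSO and 100% = DMSO without agonist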
Target sequence (P08173 whole entry, looked up): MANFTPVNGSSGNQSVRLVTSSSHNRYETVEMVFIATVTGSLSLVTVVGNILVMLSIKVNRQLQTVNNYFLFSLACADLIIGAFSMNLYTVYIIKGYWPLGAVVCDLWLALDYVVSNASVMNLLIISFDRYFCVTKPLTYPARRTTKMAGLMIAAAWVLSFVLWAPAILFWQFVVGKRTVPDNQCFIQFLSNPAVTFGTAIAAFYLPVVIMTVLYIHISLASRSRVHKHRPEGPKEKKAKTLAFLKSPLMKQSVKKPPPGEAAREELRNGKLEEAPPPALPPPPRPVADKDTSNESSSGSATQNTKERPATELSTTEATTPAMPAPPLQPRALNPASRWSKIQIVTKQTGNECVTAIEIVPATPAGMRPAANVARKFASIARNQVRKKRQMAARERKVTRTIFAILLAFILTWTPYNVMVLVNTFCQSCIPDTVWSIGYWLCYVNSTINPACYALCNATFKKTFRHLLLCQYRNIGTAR
CHRM1 PAM – human M1 muscarinic receptor positive allosteric modulators, primary screen, CHO-K1 cells, Fluo-8 calcium fluorescence, 1536-well | Muscarinic acetylcholine receptor M1 (Homo sapiens), P11229 | CHO-K1 hM1, ACh EC20; 0% = ACh EC20, 100% = maximal ACh | activation, % at 3 µM | 360,000 tested, 0.088% active | AID 588819, 2011; in the data active means activation above about 19%, passing the limit was not always enough
M4 ag – human M4 muscarinic receptor agonists, primary screen, CHO-K1 cells, Fluo-8 calcium fluorescence. CHO-K1 hM4/Gqi5; vehicle 0%, full acetylcholine response 100%. activation, % at 3 µM. 360,000 tested, 0.14% active. AID 624127, 2012;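 active means activation above the run mean over all test wells plus 3 SD, cut at about 32% in these data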;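 further: peak over basal fluorescence ratio per well then scaled between controls; 0% = DMSO wells and 100% = acetylcholine at EC100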
OXTR potentiator – human OXTR potentiators, primary screen, fluorescence, CHO-OTR cells, Fluo-8 calcium; 320,000 tested, 0.061% active; Oxytocin receptor (Homo sapiens), P30559; activation, % at 3 µM; Fluo-8 calcium fluorescence, potentiator mode; 0% = oxytocin EC15, 100% = EC100;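 active means activation above that plate's cutoff, the mean activation of tested compounds plus 3 SD, cut at about 6.6% in these data, passing the limit was not always enough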;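 further: 100% uses oxytocin at 75 nM as the full agonist control; some results filed as inactive read as strong as hits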
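System: human OTR in CHO cells / Also added: sub-maximal oxytocin, roughly EC15 / Control set: EC15 oxytocin low, 75 nM oxytocin high / Schedule: 6 min compound pre-incubation at room temperature, 100 s kinetic read / Compound: single-point 3.0 µM / Replication: singlicate / Technique: Fluo-8 calcium dye fluorescence / Read-out basis: % activation of max/min ratio relative to oxytocin controls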
CHO-K1 Ca ag – counter-screen for M1 agonists: effect in parental CHO-K1 cells; Fluo-8 calcium fluorescence; scaled to maximal ATP response, vehicle zero; activation, % at 3 µM; 360,000 tested, 0.48% active; in the data active means activation above about 15%;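 further: untransfected CHO-K1 host cells lacking M1 receptor as counterscreen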
An asterisk follows results filed as active; · = not tested or not shown. This is a random part of the collection; 2.9% or so of the library scored in one or more.

1: COc1ccc(NC(=O)C2C3CC/C=C\CCC32)cc1 (stereo not drawn)
2: COc1ccc(C(CC(=O)Nc2ccc(C)cc2)NC(=O)C(F)(F)F)cc1 (stereo not drawn)
3: CCOc1ccccc1-c1cc(C(=O)N2CCOCC2)c2ccccc2n1
4: COc1ccc(-c2nc3ccccc3c(=O)[nH]2)cc1
5: COC(=O)c1cc(=O)nc(NN=Cc2ccc(OC)cc2)s1
6: O=S(=O)(c1ccccc1)N1CCN(CC2CC3C=CC2C3)CC1 (stereo not drawn)
screen / no. | 1 | 2 | 3 | 4 | 5 | 6
CHO parental Ca | -21.0 | -7.4 | -20.5 | 2.8 | · | -9.3
CHRM1 agonist | 1.0 | -2.7 | -1.0 | -1.9 | -3.5 | 12.7
M1 antag | -16.2 | -3.2 | -2.1 | -17.1 | 18.7 | -5.0
CHO-K1 Ca antag | 4.4 | -5.2 | 2.9 | -6.3 | 23.9* | -4.5
M4 antag | 5.6 | -16.3 | 14.4 | 3.8 | 7.8 | -0.2
CHRM1 PAM | 17.1 | 4.8 | 1.3 | 6.3 | -5.4 | 1.6
M4 ag | 1.2 | 3.1 | 6.8 | 2.7 | 0.1 | 2.3
OXTR potentiator | -6.3 | -8.4 | -1.3 | 2.2 | · | -7.0
CHO-K1 Ca ag | 1.1 | 2.5 | 3.2 | 0.8 | -0.1 | 1.5

7: CN(C)c1ccc(C(CNC(=O)c2ccc(-c3ccccc3)cc2)N2CCOCC2)cc1 (stereo not drawn)
8: COc1ccc(S(=O)(=O)N(CC(=O)Nc2cc(C)on2)Cc2ccccc2)cc1
9: CCc1noc(C)c1C(=O)NC1CC(C)(C)Cc2c1cnn2-c1ccccc1 (stereo not drawn)
10: O=C1CN(C(=O)CSc2ccccn2)c2ccccc2N1
11: Cc1coc2c(C)c3oc(=O)cc(-c4ccccc4)c3cc12
12: Cn1c(CSc2ncccn2)nnc1SCC(=O)N1CCCCC1
screen / no. | 7 | 8 | 9 | 10 | 11 | 12
CHO parental Ca | -11.2 | -12.6 | -21.9 | 8.8 | -18.4 | 10.3
CHRM1 agonist | -3.0 | -1.6 | 5.6 | -1.2 | -4.2 | -7.2
M1 antag | -8.1 | -12.3 | -8.2 | 0.4 | -9.3 | -10.1
CHO-K1 Ca antag | -8.8 | -9.7 | 0.2 | -5.5 | -6.7 | 1.0
M4 antag | -15.8 | -1.4 | -10.7 | -0.4 | -7.5 | 7.0
CHRM1 PAM | 7.6 | 8.9 | 21.4 | 5.8 | 5.7 | 4.9
M4 ag | 2.3 | 2.6 | 0.7 | 1.1 | -0.2 | 0.1
OXTR potentiator | -2.0 | -18.5 | -4.7 | 2.5 | -2.4 | 5.8
CHO-K1 Ca ag | 0.7 | 1.2 | -0.3 | 0.7 | 1.0 | 2.4

Part of the list above in order of formula weight, ascending:
9: CCc1noc(C)c1C(=O)NC1CC(C)(C)Cc2c1cnn2-c1ccccc1 (stereo not drawn)
8: COc1ccc(S(=O)(=O)N(CC(=O)Nc2cc(C)on2)Cc2ccccc2)cc1
7: CN(C)c1ccc(C(CNC(=O)c2ccc(-c3ccccc3)cc2)N2CCOCC2)cc1 (stereo not drawn)
screen / no. | 9 | 8 | 7
CHO parental Ca | -21.9 | -12.6 | -11.2
CHRM1 agonist | 5.6 | -1.6 | -3.0
M1 antag | -8.2 | -12.3 | -8.1
CHO-K1 Ca antag | 0.2 | -9.7 | -8.8
M4 antag | -10.7 | -1.4 | -15.8
CHRM1 PAM | 21.4 | 8.9 | 7.6
M4 ag | 0.7 | 2.6 | 2.3
OXTR potentiator | -4.7 | -18.5 | -2.0
CHO-K1 Ca ag | -0.3 | 1.2 | 0.7

Other compounds
13: CSc1ccc(/C=N/N2CCN(c3ccccc3)CC2)cc1
14: COc1ccc2[nH]c(=O)c(CN(CCO)C(=O)NCc3ccccc3)cc2c1
15: O=c1cc(Cn2nnc(-c3ccc(Cl)cc3)n2)nc2sccn12
16: Cn1c(-c2ccc(F)cc2)cnc1NCc1cccc(F)c1
17: CC1(C)CC(=O)C=C(Nc2ccccc2O)C1
18: CCOc1ccc(Cc2nc(C)c(CC(=O)N3CCOCC3)c(=O)[nH]2)cc1
screen / no. | 13 | 14 | 15 | 16 | 17 | 18
CHO parental Ca | 2.4 | -16.3 | -6.6 | -7.0 | 5.5 | -19.8
CHRM1 agonist | -2.8 | 1.1 | -3.5 | -4.5 | -2.1 | -2.5
M1 antag | -11.0 | -23.6 | -0.4 | 4.6 | -4.5 | -17.4
CHO-K1 Ca antag | -18.6 | -13.0 | 11.3 | -16.3 | -1.4 | 4.5
M4 antag | -0.3 | -3.9 | 7.3 | -20.6 | 3.4 | 4.5
CHRM1 PAM | 6.5 | 8.4 | 3.9 | -5.0 | 5.1 | 8.5
M4 ag | 2.5 | 0.3 | 9.0 | 1.4 | -0.2 | 2.5
OXTR potentiator | -6.9 | 2.5 | -23.0 | -17.0 | -11.9 | 1.5
CHO-K1 Ca ag | 0.5 | -0.1 | 10.5 | 0.6 | 1.5 | 0.4

Quoted from the listing:
entry 8 in CHRM1 PAM reads 8.9
entry 4 in CHO-K1 Ca antag reads -6.3
entry 9 in M1 antag reads -8.2
entry 18 in CHRM1 PAM reads 8.5

Further structures:
19: C=CCN(C(=O)C1CC(=O)N(C2CCCC2)C1)c1nc(-c2ccc(S(C)(=O)=O)cc2)cs1 (stereo not drawn)
20: CN1CCC(=NNC(=O)CN(c2cccc(Br)c2)S(C)(=O)=O)CC1
21: COc1ccc(CNC(=O)c2cccc(NC3=NC4CS(=O)(=O)CC4S3)c2)cc1 (stereo not drawn)
22: O=S(=O)(c1cccc(-c2nnc(SCc3nc4ccccc4s3)o2)c1)N1CCOCC1
23: COc1ccc(C(=O)NNC(=O)CCC(=O)Nc2ccc(C)cc2C)cc1
24: CC1CCCC(C)N1C(=O)COC(=O)CCC1CCCC1 (stereo not drawn)
screen / no. | 19 | 20 | 21 | 22 | 23 | 24
CHO parental Ca | 0.7 | -1.7 | -7.4 | -20.4 | -0.8 | 0.3
CHRM1 agonist | 2.3 | -6.9 | -3.5 | -5.5 | 1.0 | -6.4
M1 antag | 30.0 | -11.9 | -5.6 | 3.7 | -1.1 | -3.5
CHO-K1 Ca antag | -4.7 | 6.9 | 5.8 | -5.2 | 19.7 | -7.2
M4 antag | 18.8 | 4.2 | -5.0 | 6.0 | -2.0 | 2.6
CHRM1 PAM | -20.1 | 7.7 | -1.2 | -5.0 | 0.4 | 8.9
M4 ag | 32.1* | 0.4 | 1.0 | 4.5 | 1.0 | -0.1
OXTR potentiator | -10.0 | -1.5 | -4.2 | -9.0 | -1.1 | -6.1
CHO-K1 Ca ag | 14.9 | -0.2 | 0.1 | 1.7 | -0.4 | -0.2

Values by screen from the list:
CHO parental Ca, compounds 3 to 12 → -20.5, 2.8, ·, -9.3, -11.2, -12.6, -21.9, 8.8, -18.4, 10.3
CHO-K1 Ca antag, compounds 3 to 12 → 2.9, -6.3, 23.9*, -4.5, -8.8, -9.7, 0.2, -5.5, -6.7, 1.0

Later entries
25: Cc1cc(C(=O)CSc2nnc(-c3ccccc3)o2)c(C)n1CC1COc2ccccc2O1 (stereo not drawn)
26: NS(=O)(=O)c1ccc(NS(=O)(=O)c2cccs2)cc1
27: CCN(CC)CCNC(=O)C(=O)NCC1OCCN1S(=O)(=O)c1ccc2c(c1)OCCO2 (stereo not drawn)
28: Cc1cc(C)cc(N(CC(=O)NCc2cccnc2)S(C)(=O)=O)c1
screen / no. | 25 | 26 | 27 | 28
CHO parental Ca | -16.9 | -10.0 | -7.8 | -4.5
CHRM1 agonist | -2.6 | -6.2 | -11.3 | -6.0
M1 antag | -6.3 | -9.1 | 7.2 | -5.8
CHO-K1 Ca antag | -2.9 | -6.6 | -6.4 | -18.6
M4 antag | -4.0 | 6.1 | 3.5 | -3.5
CHRM1 PAM | 5.6 | 10.5 | -5.2 | 0.0
M4 ag | 0.2 | 0.9 | -0.1 | -0.1
OXTR potentiator | 1.1 | -8.1 | -5.3 | 2.4
CHO-K1 Ca ag | 2.3 | 1.9 | 0.4 | 0.1

Source: PubChem (The Scripps Research Institute Molecular Screening Center)
